Source: PubChem (Vanderbilt High Throughput Screening Facility)
GluA2 TARP mod = modulates AMPAR-stargazin complexes. O88602+P19491. HEK293 GluA2+stargazin, membrane potential dye (FDSS), glutamate EC50; hits were called plate by plate, in both directions. calls only at 30 µM. actives 3.5% (n = 40,000). AID 1259245;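 active means any of four per-well response measures lying three or more SD from its plate-wide compound average, in either direction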
Target sequence (O88602 whole entry, looked up): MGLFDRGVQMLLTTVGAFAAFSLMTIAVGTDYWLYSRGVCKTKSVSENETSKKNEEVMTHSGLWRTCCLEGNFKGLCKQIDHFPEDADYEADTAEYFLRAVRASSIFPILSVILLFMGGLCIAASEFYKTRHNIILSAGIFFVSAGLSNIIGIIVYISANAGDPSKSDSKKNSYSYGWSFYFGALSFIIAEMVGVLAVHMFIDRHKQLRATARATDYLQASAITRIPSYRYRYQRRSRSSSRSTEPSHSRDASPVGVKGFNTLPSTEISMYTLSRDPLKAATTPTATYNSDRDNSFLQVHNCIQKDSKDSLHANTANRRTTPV
Target sequence (P19491 whole entry, looked up): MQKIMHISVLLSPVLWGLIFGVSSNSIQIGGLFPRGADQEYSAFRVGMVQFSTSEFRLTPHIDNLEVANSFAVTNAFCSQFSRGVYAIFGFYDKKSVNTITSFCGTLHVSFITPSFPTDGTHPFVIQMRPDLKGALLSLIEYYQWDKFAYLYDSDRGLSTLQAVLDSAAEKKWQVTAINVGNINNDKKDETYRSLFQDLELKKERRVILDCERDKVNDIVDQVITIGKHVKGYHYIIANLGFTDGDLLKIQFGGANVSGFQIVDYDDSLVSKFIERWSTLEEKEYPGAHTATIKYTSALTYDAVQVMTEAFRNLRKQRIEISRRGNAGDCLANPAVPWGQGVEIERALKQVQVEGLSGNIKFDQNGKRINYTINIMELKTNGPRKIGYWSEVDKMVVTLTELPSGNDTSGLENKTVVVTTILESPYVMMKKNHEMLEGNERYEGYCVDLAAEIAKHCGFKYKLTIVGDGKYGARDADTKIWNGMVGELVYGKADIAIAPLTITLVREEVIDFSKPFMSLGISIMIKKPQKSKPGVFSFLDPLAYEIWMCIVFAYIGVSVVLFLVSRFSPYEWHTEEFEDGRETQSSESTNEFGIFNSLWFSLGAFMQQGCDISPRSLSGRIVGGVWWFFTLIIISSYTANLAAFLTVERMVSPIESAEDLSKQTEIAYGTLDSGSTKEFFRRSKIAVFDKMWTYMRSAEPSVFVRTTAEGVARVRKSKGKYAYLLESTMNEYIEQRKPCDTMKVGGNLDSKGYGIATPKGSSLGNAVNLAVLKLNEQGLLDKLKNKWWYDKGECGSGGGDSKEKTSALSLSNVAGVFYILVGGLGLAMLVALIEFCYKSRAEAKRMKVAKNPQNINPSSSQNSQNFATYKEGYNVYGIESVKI
GluA2 TARP mod agonism max-min = also measured in GluA2 TARP mod; calls as there; compound max-min signal; compound-alone response (agonism);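 unitless range of fluorescence divided by baseline over first 100 seconds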
GluA2 TARP mod glutamate slope = also measured in GluA2 TARP mod; calls as there; glutamate slope, % of max; measured here: glutamate response slope, % max;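 scaled per plate between vehicle wells and maximal 1 mM glutamate control wells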
* hit, by the source's call; i = inactive; + = active, no number; & = joins results of further samples. Some of the compounds tested; count on the stated rates, not on these rows.

nr	GluA2 TARP mod	GluA2 TARP mod agonism max-min	canonical_smiles	GluA2 TARP mod glutamate slope
1	i	0.059	O=C(Nc1ccc2ncsc2c1)c1cc(Cl)sc1Cl	49
2	i	0.059	CS(=O)(=O)N1CCC(CNC(=O)c2c(F)cccc2F)CC1	50
3	i	0.11	CC1CN(c2oc(-c3ccco3)nc2S(=O)(=O)c2ccc(Cl)cc2)CC(C)O1 (centres undefined)	50
4	i	0.11	Cc1ccc(CN2C(=O)NC3(CCN(C(=O)c4cccc(C(F)(F)F)c4)CC3)C2=O)cc1	22
5	i	0.11	CCOc1ccc(C(=O)Nc2ccc3c(c2)CCCN3C(=O)C2CC2)cc1OCC	60
6	i	0.11	Cc1ccc(S(=O)(=O)N(C)c2ccc(C(=O)NCc3ccco3)cc2)cc1	67
7	i	0.093	Cn1c(=O)c2c(ncn2CC(=O)NCc2ccsc2)n(C)c1=O	58
8	i	0.072	Cc1ccc(N2CC(C)Cn3c2nc2c3c(=O)n(CC(N)=O)c(=O)n2C)cc1 (centres undefined)	30
9	i	0.075	CSCCC(C)(O)CNC(=O)C1(c2ccc(F)cc2)CC1 (centres undefined)	62
10	i	0.087&0.054	O=C(c1cc2cc(Br)ccc2oc1=O)N1CCN(c2ccc(Cl)cc2)CC1	46&89
11	i	0.19	NC(=O)Cn1nnn(-c2ccc(NC(=O)c3cnccn3)cc2)c1=O	87
12	i	0.078	COc1ccc(CC(=O)Nc2ccc(CC(=O)NC3CC3)cc2)cc1OC	56
13	i	0.044	COc1ccc(NC(=O)c2ccc(=O)n(CC(=O)Nc3ccc(OC)cc3OC)n2)cc1	44
14	i	0.076&0.042	Cc1c(C(=O)Nc2ncc(Cc3ccccc3)s2)nnn1-c1ccccc1	55&105
15	i	0.056	C=CCNC(=O)C(=O)NCCc1ccc2c(c1)CCCN2C	68
16	i	0.14	Cc1nc2ccccn2c1C(=O)NCC(O)(c1ccccc1)C1CC1 (centres undefined)	50
17	i	0.1	COc1ccc(CCNS(=O)(=O)c2ccc(C(=O)Nc3cccnc3)o2)cc1OC	59
18	i	0.12	O=C(Nc1ccc2c(c1)OCCO2)c1cc2c(=O)n3ccccc3nc2n1Cc1ccccc1	70
19	i	0.045	COc1cc(NS(=O)(=O)c2ccc(F)cc2C)ccc1N1CCCC1=O	65
20	i	0.1	O=C(NCCCc1ccccc1)N1CCC(N2CCCC2=O)CC1	65
21	i	0.049	COc1ccccc1C(c1c(O)cc(C)n(C)c1=O)c1c(O)cc(C)n(C)c1=O	63
22	i	0.076	O=C(NCCCN1CCCC1=O)C(=O)NCc1cccs1	77
23	i	0.12	COc1ccc(CCC(=O)NCCOc2cccc(C(F)(F)F)c2)cc1	67
24	i	0.087	Cc1ccc(N2CC(c3nc4ccccc4n3CC(C)C)CC2=O)cc1Cl (centres undefined)	56
25	i	0.13	COc1cccc2cc(C(=O)NCC(O)(c3cccs3)C3CC3)oc12 (centres undefined)	52
26	i	0.05	O=C(CN1CCN(C/C=C/c2ccccc2)CC1)Nc1ccccc1Cl	40
27	i	0.13	Cc1csc2ncc(C(=O)NCCc3ccc(S(N)(=O)=O)cc3)c(=O)n12	54
28	i	0.099	COc1ccc(S(=O)(=O)N2CCC(C(=O)Nc3nc(-c4ccc(C)cc4C)cs3)CC2)cc1	47
29	i	0.087	O=C(CN1c2ccccc2S(=O)(=O)c2ccccc21)NCCc1ccccc1	54
30	i	0.085	Cc1ccc(Cn2nc3ccc(S(=O)(=O)N4CCCCC4)cn3c2=O)cc1C	42

An excerpt from above, limited to GluA2 TARP mod glutamate slope:
#	Compound	GluA2 TARP mod glutamate slope
5	CCOc1ccc(C(=O)Nc2ccc3c(c2)CCCN3C(=O)C2CC2)cc1OCC	60
6	Cc1ccc(S(=O)(=O)N(C)c2ccc(C(=O)NCc3ccco3)cc2)cc1	67

Reformatted with each value named: part of the list above.
(21) COc1ccccc1C(c1c(O)cc(C)n(C)c1=O)c1c(O)cc(C)n(C)c1=O
  GluA2 TARP mod = i	GluA2 TARP mod agonism max-min = 0.049	GluA2 TARP mod glutamate slope = 63
(22) O=C(NCCCN1CCCC1=O)C(=O)NCc1cccs1
  GluA2 TARP mod = i	GluA2 TARP mod agonism max-min = 0.076	GluA2 TARP mod glutamate slope = 77

Going on with the list:
nr	GluA2 TARP mod	GluA2 TARP mod agonism max-min	canonical_smiles	GluA2 TARP mod glutamate slope
31	i	0.11	CNc1nn(CC(=O)Nc2ccc(C(C)C)cc2)c(N)c1-c1nc(-c2ccccc2C)no1	53
32	i	0.11	COc1cn(CC(=O)Nc2ccc3c(c2)OCCO3)c(CSc2ccc(Cl)cc2)cc1=O	48
33	i	0.073	O=C(CCCS(=O)(=O)c1ccccc1)Nc1nc(-c2ccc(Cl)s2)cs1	67
34	i	0.089	O=C(Cn1cnc2nc(N3CCOCC3)ncc2c1=O)NCc1cccc(C(F)(F)F)c1	64
35	i	0.031	Cc1ccc(-c2noc(-c3cn(CC(=O)N(C)c4ccccc4)c4nc(C)ccc4c3=O)n2)cc1	39
36	+	0.26*	Cc1cc(Br)c2nc(-c3ccncc3)oc(=O)c2c1	47*
37	i	0.053	COc1cccc(OC)c1C(=O)NC(=S)Nc1ccc(C)cc1Br	54
38	i	0.015	O=S(=O)(NCCOc1ccc(-c2cccs2)nn1)c1ccccc1Cl	49
39	i	0.11	CCC(C)(C)OCC(O)CN1CCN(c2cccc(C(F)(F)F)c2)CC1 (centres undefined)	45
40	i	0.18	COc1ccc(Cl)cc1S(=O)(=O)NCC1CCN(c2ccccn2)CC1	57
41	i	0.086	CS(=O)(=O)c1ccc(NC(=O)C2CCCN2S(=O)(=O)c2ccc(Cl)s2)cc1 (centres undefined)	76
42	i	0.11	CCN1C(=O)Cc2cc(NC(=O)Nc3cccc(OC)c3)ccc21	58
43	i	0.053	COC(=O)Cc1c(C)c2ccc(OCC(=O)C(C)(C)C)cc2oc1=O	55
44	i	0.11	COC(=O)Cn1c(SCCOc2cccc(OC)c2)nc2ccccc21	41
45	i	0.16	O=C(NCCC1=CCCCC1)C(=O)NCc1nc(-c2ccccc2)no1	43
46	i	0.048	C=CCn1c(=O)c(C(=O)NCCc2cccc(OC)c2)c(O)c2ccccc21	65
47	i	0.05	Clc1ccc(-c2noc(CSc3ccccc3)n2)cc1	34
48	i	0.1	CN(Cc1ccccc1)C(=O)c1nc(-c2cnccn2)no1	63
49	i	0.13	O=S(=O)(Nc1cccnc1)N1CCCCCC1	61
50	i	0.091	Cc1ccc2nc(N(Cc3ccncc3)C(=O)c3ccc4c(c3)OCCO4)sc2c1	47
51	i	0.1	COc1ccc(SCCC(=O)Nc2sc3c(c2C(N)=O)CCC3)cc1	50
52	i	0.082	Cc1cccc(-n2nnnc2SC(C)C(=O)Nc2cc(C)on2)c1 (centres undefined)	58
53	i	0.086	CCCCc1ccc(NC(=O)c2ccc(O)cc2)cc1	23
54	i	0.093	CC1CCN(C(=O)CSc2ccc(NC(=O)C3CC3)nn2)CC1	57
55	i	0.097	CSc1nn(CC(=O)Nc2ccc(C)cc2)c(N)c1-c1nc(-c2ccc3c(c2)OCO3)no1	61
56	i	0.047	c1ccc2c(c1)ncn2CC1CCCNC1 (centres undefined)	55
57	i	0.045	COc1ccc(CCNC(=O)C(=O)Nc2ccc3c(c2)N(C(=O)C(C)C)CCC3)cc1OC	44
58	i	0.062	COC(=O)C1CCN(c2ccc(N)cc2)CC1	53
59	i	0.046	O=C(NCc1cccs1)C(=O)Nc1cccc(N2CCCC2=O)c1	50
60	i	0.068	COc1ccc(S(=O)(=O)N2CCC3(CC2)C(=O)N(C)C(=O)N3C)c(C)c1C	64
61	i	0.09	Cc1nnc(C2CCN(CC(=O)Nc3ccc4c(c3)OCO4)CC2)s1	61
62	i	0.084	COc1ccc(NC(=O)CCn2c(=O)[nH]c3ccccc3c2=O)cc1OC	58
63	i	0.05	CCOc1ccc(/C=C/C(=O)Nc2ccccc2C)cc1OC	52
64	i	0.092	Cn1c(=O)n(CC(N)=O)c(=O)c2c1nc1n2CCCN1c1ccccc1	76
65	i	0.063	Cc1cc(NC(=O)C2CCCN(c3ccc(-n4nc(C)cc4C)nn3)C2)sn1 (centres undefined)	60
66	i	0.069	CCC(=O)Nc1ccc2c(c1)CC(=O)N2	62
67	i	0.042	CCc1nc(SCC(=O)Nc2ccccc2Cl)n[nH]1	46
68	i	0.053	CSc1ccccc1C(=O)Nn1cnc2c(cnn2-c2ccccc2)c1=O	66
69	i	0.075	COc1ccc(Cc2nnc(C3CCN(C(=O)c4ccsc4)CC3)s2)cc1	64
70	i	0.066	CCS(=O)(=O)c1ccc(CC(=O)N2CCN(c3ccccc3)CC2)cc1	54
71	i	0.04	Cc1cc(NC(=O)Cn2nc(-c3ccco3)ccc2=O)no1	30
72	i	0.11	COc1ccc(-c2nc3c4ccccc4nc(=S)n3[nH]2)cc1	55
73	i	0.095	COc1ccc(NC(=O)c2nnn(Cc3nc(-c4ccccc4C)oc3C)c2C)c(OC)c1	54
74	+	0.075*	Cc1ccc(Cl)cc1NC(=O)Cn1c(=O)n(C2CC2)c(=O)c2nscc21	61*
75	i	0.1	CC1(C)CC(C(CCN2C(=O)c3ccccc3C2=O)c2ccccc2)CCO1 (centres undefined)	23
76	i	0.038	O=C(Nc1ccc2ncsc2c1)c1ccc(C(=O)c2ccccc2)cc1	60
77	i	0.061	COc1ccc(-c2csc(-n3nc(C)cc3NC(=O)C34CC5CC(CC(C5)C3)C4)n2)cc1OC	46
78	i	0.082	CC(C)c1nnc(C2CCN(C(=O)NCCc3ccccc3)CC2)o1	47
79	i	0.13	Cc1noc(C2CN(C(=O)c3cc4ccccc4[nH]3)C2)n1	60
80	i	0.12	COc1ccc(-c2cn(CC(=O)N3CCN(c4ccccc4)CC3)nc2N(C)C)cc1	64
81	i	0.07	O=S(=O)(c1c(Cl)cccc1Cl)N1CCN(c2ccccc2)CC1	61
82	i	0.068	O=C(NNC(=O)c1ccccc1C(F)(F)F)c1ccc(=O)n(Cc2ccccc2)c1	55
83	i	0.08	CC(=O)Oc1cccc(/C=C/c2ccc3cccc(OCc4ccccc4Cl)c3n2)c1	18
84	i	0.11	O=C(NCCS(=O)(=O)N1CCC2(CC1)OCCO2)c1ccccc1	63
85	i	0.099	O=C(CCCS(=O)(=O)c1ccccc1)Nc1nc(-c2ccc3c(c2)OCO3)cs1	77
86	i	0.12	CSc1cccc(NC(=O)CSc2ncc(S(=O)(=O)c3cccc(Cl)c3)c(=O)[nH]2)c1	48
87	i	0.069	Cn1c(=O)c2c(nc(N3CCC(C(N)=O)CC3)n2Cc2ccccc2Cl)n(C)c1=O	36
88	i	0.08	Cc1cc(NC(=O)CC(c2ccccc2)c2ccccc2)n(C2CCS(=O)(=O)C2)n1 (centres undefined)	55
89	i	0.11	COc1cc(NC(=O)NCc2ccc(F)cc2)c2ncccc2c1	53
90	i	0.086	O=C(c1cccs1)N1CC(C(=O)N2CCC(O)CC2)C1	59

Entries of single compounds from above. Order of screens: GluA2 TARP mod, GluA2 TARP mod agonism max-min, GluA2 TARP mod glutamate slope
Profile of COc1ccc(Cc2nnc(C3CCN(C(=O)c4ccsc4)CC3)s2)cc1 → i, 0.075, 64
Profile of O=C(c1cccs1)N1CC(C(=O)N2CCC(O)CC2)C1 → i, 0.086, 59

The listing picks up with the three entries that preceded the break.
nr	GluA2 TARP mod	GluA2 TARP mod agonism max-min	canonical_smiles	GluA2 TARP mod glutamate slope
88	i	0.08	Cc1cc(NC(=O)CC(c2ccccc2)c2ccccc2)n(C2CCS(=O)(=O)C2)n1 (centres undefined)	55
89	i	0.11	COc1cc(NC(=O)NCc2ccc(F)cc2)c2ncccc2c1	53
90	i	0.086	O=C(c1cccs1)N1CC(C(=O)N2CCC(O)CC2)C1	59
91	i	0.026	O=C(Cc1cc(-c2ccc3c(c2)OCCO3)on1)N1CCN(C(=O)c2ccco2)CC1	36
92	i	0.07	CC(=O)Nc1ccc(NC(=O)C(=O)NCC2CCN(C)CC2)cc1	59
93	i	0.13	Cc1ccc(C)c(-c2csc(NC(=O)Cc3ccc(S(C)(=O)=O)cc3)n2)c1	39
94	i	0.11	COc1ccc(/C=C2\SC(=S)N(c3ccccc3OC)C2=O)cc1	60
95	i	0.11	NC(=O)c1ccccc1NC(=O)CCCn1cnc(-c2ccc(F)cc2)cc1=O	57
96	i	0.11	O=C(NCC1COC2(CCCCC2)O1)c1ccc(Cl)cc1Cl (centres undefined)	105
97	i	0.2	CCCOc1ccc(S(=O)(=O)NCC(O)(c2ccccc2)C(F)(F)F)cc1 (centres undefined)	42
98	i	0.1	CCc1ccccc1NS(=O)(=O)c1cc(OC)ccc1OC	55
99	i	0.046	COc1cccc(C(=O)Nn2cnc3c(cnn3C(C)(C)C)c2=O)c1	53
100	i	0.088	CCn1ccc(C(=O)Nc2c3c(nn2C)CCC3)n1	69
101	i	0.12	O=S(=O)(NCC1CCN(c2ccccn2)CC1)c1ccc(Cl)s1	61
102	i	0.093	COCCNC(=O)Cc1ccc(NC(=O)CCCc2ccccc2)cc1	61
103	i	0.059	CCc1ccc(Nc2cc(=O)n(C3CCCCC3)c(=O)[nH]2)cc1	45
104	i	0.052	CCCc1c(C(=O)N2CCOCC2)nnn1-c1ccc(Cl)cc1	58
105	i	0.065	COc1ccc(-c2ccc(=O)n(CCCC(=O)NC(C)C)n2)cc1OC	32
106	i	0.16	COC(=O)N1CCc2c(sc(N)c2-c2nc3ccccc3s2)C1	54
107	i	0.077	O=S(=O)(Cc1ccccc1)NCC1CCN(Cc2ccccc2)CC1	61
108	i	0.1	CC(C)c1ccc(NC(=O)Cn2c(=O)c(CNc3ccccc3)cc3cc4c(cc32)OCCO4)cc1	61
109	i	0.071	CCCN1C(=O)CCc2cc(NC(=O)c3ccc4c(c3)OCO4)ccc21	46
110	i	0.072	CCN(Cc1ccccc1)S(=O)(=O)c1cc2c3c(c1)CCC(=O)N3CCC2	51
111	i	0.05	COC(=O)Nc1ccc(C)c(N2CCCCC2=O)c1	43
112	i	0.041	COc1cccc(C(=O)Oc2ccc3c(c2)oc(=O)c2ccccc23)c1	28
113	i	0.13	CCOc1ccc2ccccc2c1C(=O)N1CCC(c2cccs2)CC1	63
